Assay outcomes deposited in PubChem by several laboratories.
PKA-R1A act – activators of PKA-R1A holoenzyme, primary screen, biochemical, fluorescence polarization, Cy5-IP20, bovine R1A, mouse PKAc; 340,000 compounds, 0.083% hits; PKA-R1A dissociation; scaled: DMSO 0%, 113 µM cGMP 100%; cAMP-dependent protein kinase type I-alpha regulatory subunit (Bos taurus) + …; activation, % at 11.4 µM;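 active means percent activation above the mean of all tested compounds plus 3 SD, cut at about 19% in these data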;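 further: higher means more PKAc released from R1A so a rise in polarization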
SR-BI DiI inh – inhibitors of SR-BI mediated HDL lipid uptake, primary screen, ldlA[mSR-BI] cells, fluorescence, single point | ldlA[mSR-BI] CHO cells, DiI-HDL uptake fluorescence, 3 h | AID 488896, 2010 | inhibition, % at 12.5 µM | 320,000 compounds, 0.96% hits | Scavenger receptor class B member 1 (Mus musculus), Q61009;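 active means mean replicate inhibition of at least 70% and a set share of replicates each scoring 70 or more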;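 further: 0% = median of neutral control wells and 100% = median of positive control wells; values of inactives mirror those of a sister screen read the other way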
PKA-R2B act – activators of PKA-R2B holoenzyme, primary screen, biochemical, fluorescence polarization, Cy5-IP20, human; cAMP-dependent protein kinase catalytic subunit beta (Homo sapiens) + cAMP-dependent …; PKA-R2B holoenzyme dissociation; R2B truncated from residue 108, S112A mutant; 0% DMSO only, 100% 113 µM cGMP; activation, % at 11.4 µM; 340,000 compounds, 0.079% hits; AID 504700, 2011;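 active means activation above a cutoff set at the mean over all compounds plus 3 SD, cut at about 18% in these data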;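 further: higher means more holoenzyme dissociation and a rise in polarization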
SR-BI uptake up – activators of SR-BI mediated DiI-HDL uptake, primary screen, ldlA[mSR-BI] CHO cells, DiI fluorescence | 3 h; 100 = double the neutral-control signal | activation, % at 12.5 µM | 320,000 compounds, 0.096% hits | AID 504775, 2011;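 active means mean replicate activation of at least 60% and every replicate at or above 60%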;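 further: 0% = median plate neutral-control signal and 100% = twice that signal; values of inactives mirror those of a sister screen read the other way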
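Test system: SR-BI-overexpressing, LDLR-lacking CHO cells; Medium: Ham's F12 with 0.5% BSA, HEPES 25 mM, pH 7.4; Schedule: 3 h, 37 °C; Technique: bottom-read fluorescence, 550/595 nm.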
CDK5 inh – inhibitors of human CDK5/p35 kinase, primary screen, biochemical, single concentration | Cyclin-dependent kinase 5 (Homo sapiens) + Cyclin-dependent kinase 5 activator 1 (Homo … | Recombinant CDK5/p35, ADP-Glo luminescence, 60 min | inhibition, % at 10 µM | 330,000 compounds, 0.01% hits | AID 488839, 2010;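 active means highest replicate inhibition of at least 50% and at least 75% of replicates reaching 50%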;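 further: plate controls were DMSO neutral control for no effect and GW8510 at 10 µM for full effect; many of its hits are not listed in these tables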
Target sequence (Q00535 whole entry, looked up): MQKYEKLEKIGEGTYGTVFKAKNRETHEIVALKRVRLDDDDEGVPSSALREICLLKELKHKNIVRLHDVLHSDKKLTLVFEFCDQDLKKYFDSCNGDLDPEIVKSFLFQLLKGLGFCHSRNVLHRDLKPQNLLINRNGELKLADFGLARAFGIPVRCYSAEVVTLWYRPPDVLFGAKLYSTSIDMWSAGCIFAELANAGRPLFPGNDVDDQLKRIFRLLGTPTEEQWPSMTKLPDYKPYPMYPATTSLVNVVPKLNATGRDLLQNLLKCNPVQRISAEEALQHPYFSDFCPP
Target sequence (Q15078 whole entry, looked up): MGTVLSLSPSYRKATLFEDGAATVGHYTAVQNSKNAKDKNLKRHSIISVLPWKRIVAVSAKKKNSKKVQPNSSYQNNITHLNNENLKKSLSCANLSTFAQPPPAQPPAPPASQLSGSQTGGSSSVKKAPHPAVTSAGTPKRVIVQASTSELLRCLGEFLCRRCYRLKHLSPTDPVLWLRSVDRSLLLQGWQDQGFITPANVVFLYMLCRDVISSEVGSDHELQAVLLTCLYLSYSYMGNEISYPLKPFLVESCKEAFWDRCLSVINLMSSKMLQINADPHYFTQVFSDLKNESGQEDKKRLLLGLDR
Mot1-301 SUMO – yeast Mot1-301 growth rescue at high temperature, primary screen, SUMOylation pathway inhibitor project, S. cerevisiae, ATP luminescence, 38.5C. S. cerevisiae Mot1-301 growth rescue; percent above DMSO median, 100 means doubled. growth rescue, % at 18.8 µM. 320,000 compounds, 1% hits;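 active means every valid replicate shows activation above 250% relative to neutral control wells; inactive means the rest, any valid replicate at or below 250%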;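 further: OY570 slx delta 5 strain wells were the positive control but not used for scaling; some compounds called inactive have numbers as strong as hits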
Arrestin-AP2 inh – inhibitors of beta-arrestin/AP2 binding, primary screen, biochemical, GPCR trafficking, flow cytometry; beta-arrestin 1 C-terminal peptide binding to AP2 beta2-adaptin appendage (human); FITC-arrestin peptide / GST-AP2 beads; AP2 beta2 appendage carries R879A mutation; inhibition, % at 10 µM; AID 504490, 2011; 340,000 compounds, 0.31% hits;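 active means inhibition above a set limit, near 3 SD of compounds lacking own fluorescence, cut at about 54% in these data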;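 further: plate controls were DMSO wells for no effect and 5 µM unlabelled arrestin peptide for full effect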
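System: GST-AP2 R879A glutathione beads. Medium: PBS with 0.05% Tween 20 and 0.1% BSA. Also added: FITC-arrestin peptide, 50 nM. Incubation: 12 min plus 1 h, RT. Measured by: high-throughput flow cytometry of beads, ex 488, em 535 nm. Evaluation: percent drop in bead-associated FITC signal.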
MITF TRPM1 HTS – activators of MITF-driven TRPM1 promoter reporter, primary screen, cell-based, SK-MEL-5, luciferase, single point; SK-MEL-5 TRPM1-promoter luciferase, 24 h; % of positive control, neutral wells = 0; activation, % at 12.5 µM; 300,000 compounds, 0.75% hits; AID 588334, 2011;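 active means mean activation of at least 80% with every replicate also reaching 80%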;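 further: 0% = neutral control wells and 100% = parthenolide positive control wells; values of inactives mirror those of a sister screen read the other way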
NSD2 HMT inh – NSD2 histone methyltransferase inhibitors, primary screen, biochemical, AlphaScreen, single concentration, set 2. Histone-lysine N-methyltransferase NSD2 (Homo sapiens), O96028. NSD2 peptide methylation, 120 min. inhibition, % at 12.5 µM. 310,000 compounds, 0.54% hits. AID 743445, 2014; in the data active means inhibition above about 50%
dFosB act – activators of delta FosB homodimer, primary screen, biochemical, fluorescence polarization, TAMRA-CDK5 oligo, single point; purified delta FosB; percent of positive-control signal above neutral wells; 340,000 compounds, 0.99% hits; activation, % at 25 µM;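 active means mean activation above about 17%, with every replicate also reaching it, limit read from the data, passing the limit was not always enough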;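 further: fluorescence polarization rise as delta FosB binds a TAMRA Cdk5 AP-1 oligo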
Target sequence (P13346 whole entry, looked up): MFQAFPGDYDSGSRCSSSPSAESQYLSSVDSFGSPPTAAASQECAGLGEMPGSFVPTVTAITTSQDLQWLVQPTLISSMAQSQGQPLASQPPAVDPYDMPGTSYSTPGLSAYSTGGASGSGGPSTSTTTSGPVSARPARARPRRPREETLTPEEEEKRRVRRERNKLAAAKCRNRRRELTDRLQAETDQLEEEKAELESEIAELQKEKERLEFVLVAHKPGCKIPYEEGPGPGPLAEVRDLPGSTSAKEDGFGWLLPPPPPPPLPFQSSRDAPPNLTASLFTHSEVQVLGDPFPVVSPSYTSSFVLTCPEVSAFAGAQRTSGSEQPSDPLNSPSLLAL
Pemphigus Ab inh – inhibitors of pemphigus antibody binding to DSG3, primary screen, biochemical, bead-based, flow cytometry, scFv-GFP | DSG3-coupled beads, scFv-anti-DSG3-GFP binding; hits give low values | Desmoglein-3 (Homo sapiens), P32926 | binding (percent of control), % at 10 µM | 310,000 compounds, 0.48% hits;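 active means binding more than 3 SD below its plate's average and above zero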;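 further: hits lower antibody fragment binding to DSG3; some compounds called inactive have numbers as strong as hits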
An asterisk follows results filed as active; . = not tested or not shown. An unsorted share of the library. About 4.7% of those tested had a hit in this group.

SMILES	PKA-R1A act	SR-BI DiI inh	PKA-R2B act	SR-BI uptake up	CDK5 inh	Mot1-301 SUMO	Arrestin-AP2 inh	MITF TRPM1 HTS	NSD2 HMT inh	dFosB act	Pemphigus Ab inh
O=C(c1ccc2nc(Cc3cccc(Cl)c3)oc2c1)N1CCC(O)CC1	-11	11	1	-11	-0.2	-14	29	-10	-2	-4	105
CSc1cccc(NC(=O)Nc2ccc(Cl)cc2)c1	-2	40	10	-40	-0.7	9	4	53	0	0	86
O=S(=O)(NC1CC1)c1ccc(S(=O)(=O)N2CCCC(c3nc(-c4cccnc4)no3)C2)cc1 (configuration not stated)	-4	8	-3	-8	-2.6	-11	3	-21	.	15	108
Fc1ccc(NC(=S)NCc2ccccc2)cc1	6	-11	0	11	11	0	-3	.	12	-4	97
Cc1nnc2sc(SCc3ccc(Cl)cc3)nn2c1=O	5	-9	-3	9	1.4	-12	-8	-1	.	-9	101
CC(=O)N1CCc2c(sc(NC(=O)CCS(=O)(=O)c3ccccc3)c2C(N)=O)C1	3	-4	-4	4	1.0	-6	4	3	0	-6	116
O=C(O)c1cc(Cl)c2ccccc2c1O	-9	13	-2	-13	0.0	-15	5	.	23	-4	99
CCCN(CCC)CCCNC(=O)C1CCC(CNS(=O)(=O)c2cccc3nsnc23)CC1 (configuration not stated)	10	-24	-9	24	-1.7	-2	-3	8	12	-1	96
COC(=O)C1CC23C=CCN4CCC5(c6ccccc6NC15C2C)C43 (configuration not stated)	-3	-34	-5	34	0.6	2	15	-37	4	-11	100
CC1C(=O)Nc2ccccc2N1C(=O)c1ccc(Cl)c(Cl)c1 (configuration not stated)	-12	42	-7	-42	1.0	330	8	-8	2	-8	90
O=C(OCc1nc2ccccc2s1)C1CCN(C2=NS(=O)(=O)c3ccccc32)CC1	-3	-16	-4	16	0.7	3	2	.	-5	-4	104
COc1ccc(CCNC(=O)COc2ncnc3ccccc23)cc1	-3	-42	4	42	-0.4	1	12	1	5	1	100
COc1ccc(N2CCN(C(=O)COC(=O)[C@@H](NC(=O)OCc3ccccc3)C(C)C)CC2)cc1	2	18	-22	-18	1.1	.	1	-7	3	-10	.
Cc1cc(Cl)ccc1NC(=O)CN1CCN(C(=O)c2ccco2)CC1	-11	-9	-1	9	-1.2	1	5	-4	-1	-3	106
CCCCOc1ccc(NC(=O)Cn2c(=O)ccc3c(C)cc(C)nc32)cc1	-2	16	-9	-16	0.5	5	24	-8	-3	6	101
CCc1ccccc1NC(=O)c1cc(S(=O)(=O)N2CCc3ccccc32)cn1C	-2	16	-3	-16	-1.1	1	1	.	.	26*	87
CC(C)c1c(C(=O)N/N=C/c2cccc(OCc3ccccc3)c2)nnn1-c1nonc1N	-9	13	-1	-13	-1.2	16	20	-11	-3	-8	.
CN(C)C/C(Cl)=C(\Cl)c1ccccc1	-11	-20	0	20	0.8	-10	-6	-6	0	2	106
FC(F)(F)c1nc(Oc2ccccc2)c2ccccc2n1	-7	-8	-4	8	-0.2	16	-12	1	-2	4	97
COc1ccc(C(C(=O)Nc2ccc(C(C)C)cc2)N(C)C(=O)c2ccc(=O)[nH]c2)cc1 (configuration not stated)	.	-16	.	16	1.0	-11	7	-1	2	-18	.
O=C(Nc1ccon1)c1sc2cc(Cl)ccc2c1Cl	-8	-19	1	19	-0.8	-11	-6	28	-2	41*	108
CCn1c(SCC(=O)Nc2ccc3c(c2)OCO3)nnc1-c1ccccc1O	-7	7	-7	-7	2.0	-16	4	-4	41	-4	103
CCc1ccc(Nc2n[n+](C)c(-c3ccncc3)s2)cc1	-8	-4	-14	4	1.0	102	7	-10	.	6	101
CC(C)c1ccc(Nc2nnc(SCC(=O)NCC3CCCO3)s2)cc1 (configuration not stated)	-7	0	-5	0	-0.5	-13	1	37	-4	-3	92
CC(Oc1cc2oc(=O)c3c(c2cc1Cl)CCC3)C(=O)N1C[C@H]2C[C@@H](C1)c1cccc(=O)n1C2 (some centres not stated)	-3	-29	2	29	0.2	-17	1	10	.	-11	102
CC(=O)Nc1ccc(S(=O)(=O)NC(C)c2nc(-c3ccccc3)no2)cc1 (configuration not stated)	-6	.	-1	.	1.5	23	4	-3	-3	3	.
CCOc1ccc(OCCC(=O)OC(C)C(=O)Nc2ccc(C(C)=O)cc2)cc1 (configuration not stated)	-10	6	4	-6	-1.9	7	-2	13	-3	-10	114
CC(C)(C)C(=O)O/N=C(\N)c1ccc([N+](=O)[O-])s1	-1	4	6	-4	-0.8	3	30	.	-1	0	.
CCOc1ccccc1CN1C(=O)NC2(CCCCCC2)C1=O	2	6	14	-6	0.9	-6	27	1	10	-1	99
CC1=C(C(=O)c2ccccc2)C(c2ccc(N3CCOCC3)cc2)NC(=O)N1 (configuration not stated)	-10	7	2	-7	0.1	.	4	10	-2	-4	.
O=C(Nc1nnc(COc2ccc(Cl)cc2)s1)c1cccs1	4	-7	3	7	1.1	-14	1	5	2	-21	.
CC(C)OC(=O)c1ccc(COC(=O)c2cnccn2)cc1	7	-14	8	14	-0.2	-7	32	-12	-1	-1	100
Nc1ncnc(Sc2ncccn2)c1[N+](=O)[O-]	9	-23	13	23	-1.1	.	40	-80	3	4	99
CCSc1n[nH]c2nc3c(c(=O)n12)C1(CCCCC1)Cc1ccccc1-3	-5	.	2	.	0.3	-15	1	-8	-1	-8	86
CCn1c(=O)c(C(=O)CN2CCc3ccccc32)c(N)n(Cc2ccccc2)c1=O	-9	9	2	-9	-4.6	34	-3	-9	-5	-6	83
Fc1ccc2c(-c3cccc(C(F)(F)F)c3)c(-c3ccccc3)ncc2c1	2	29	2	-29	-0.9	-2	22	-2	.	3	105
CCC(=O)Nc1cccc(-n2nnnc2SCC(=O)NCc2ccco2)c1	0	2	8	-2	-1.1	4	4	-7	0	2	98
CCN1C(=O)[C@H]2[C@@H](c3ccc(C)cc3)N3C(=O)N(c4ccc(C(F)(F)F)cc4)C(=O)[C@@]3(CC(C)C)[C@H]2C1=O	-6	-24	-2	24	0.9	319	39	-3	.	-9	100
Cc1cc(C(=O)NC2=NCCS2)cs1	-3	-15	0	15	-2.5	-10	-14	44	8	-7	.
Nc1cc(C(=O)O)c(Oc2ccc(Cl)cc2Cl)cc1C(=O)O	-5	-39	-6	39	-10	5	-2	-6	-1	1	96
COc1ccc(CN2CCn3ncc(C(=O)Nc4ccc(Cl)cc4Cl)c3C2=O)cc1	-13	3	2	-3	0.3	17	7	2	1	-9	105
CCCCn1c(O)c(C(CC)=Nc2ccc3c(c2)CCC3)c(=O)[nH]c1=O	9	-6	-15	6	1.0	-9	-4	-1	0	-5	103
CCOc1ccccc1Nc1nnc(SCC(=O)NCC2CCCO2)s1 (configuration not stated)	9	58	6	-58	0.5	10	17	6	-4	1	86
CCOC(=O)c1c(-c2ccc(C)o2)csc1NC(=O)CSc1nncs1	-6	26	11	-26	1.4	1	-25	-2	1	-17	105
CCCCNC(=O)CN(c1cc(C(F)(F)F)ccc1Cl)S(C)(=O)=O	9	-15	-6	15	-1.1	7	-4	-1	-3	-9	98
C/C(=N\NC(=O)CC(C)C)c1c(C(F)(F)F)[nH]n(-c2nc3ccccc3s2)c1=O	-9	3	0	-3	-0.4	23	26	19	0	1	101
COc1cc(C(=O)OCC(=O)NC(=O)C2CCCCC2)ccc1OC(F)F	-11	-26	-8	26	1.1	.	3	6	-2	-7	105
Cc1c(NC(=O)NC(C)N2C(=O)C3C4C=CC(C4)C3C2=O)c(=O)n(-c2ccccc2)n1C (configuration not stated)	1	-9	2	9	0.0	-2	-1	-9	-1	-5	108
CCCn1nc(C(=O)Nc2ccc(N3CCOCC3)cc2)c2ccccc2c1=O	8	31	10	-31	0.4	12	20	15	2	0	83
O=C(Nc1ncc(Cc2ccccc2Cl)s1)C1=NCCN1	-2	3	-7	-3	-6.2	-3	4	0	-5	-9	96
CCOc1ccc(N=Nc2c(=O)[nH]n3c(C)cc(C)nc23)cc1	3	-12	-6	12	1.7	13	36	-4	4	-7	100
O=[N+]([O-])c1ccc(CN2C=NS(=O)(=O)c3ccccc32)cc1	-13	6	-10	-6	2.0	-10	-15	7	0	-3	99
CCN(CC)S(=O)(=O)c1cc(NC(=O)C(C)N(C)CC(=O)Nc2c(C)cccc2C)ccc1C (configuration not stated)	-10	17	-6	-17	4.3	-14	5	8	1	-11	95

In the list so far, three contain a furan ring, fused or not.
SMILES	PKA-R1A act	SR-BI DiI inh	PKA-R2B act	SR-BI uptake up	CDK5 inh	Mot1-301 SUMO	Arrestin-AP2 inh	MITF TRPM1 HTS	NSD2 HMT inh	dFosB act	Pemphigus Ab inh
Cc1cc(Cl)ccc1NC(=O)CN1CCN(C(=O)c2ccco2)CC1	-11	-9	-1	9	-1.2	1	5	-4	-1	-3	106
CCC(=O)Nc1cccc(-n2nnnc2SCC(=O)NCc2ccco2)c1	0	2	8	-2	-1.1	4	4	-7	0	2	98
CCOC(=O)c1c(-c2ccc(C)o2)csc1NC(=O)CSc1nncs1	-6	26	11	-26	1.4	1	-25	-2	1	-17	105
